# TPT1 inhibitor – Candida albicans TPT1 enzyme inhibitors, primary screen, biochemical, fluorescence polarization | tRNA 2'-phosphotransferase TPT1 (Candida albicans SC5314) | inhibition, % at 5 µM | 300,000 compounds, 0.81% hits | recombinant caTPT1, FP RNA substrate dephosphorylation;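 active means inhibition above the mean of all tested compounds plus 3 SD, set per screening campaign, cut at about 24% in these data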;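 further: plate controls were DMSO alone for no effect and ferristatin control at 100 nM for full effect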
# PP1 inh – PP1-alpha phosphatase inhibitors, primary screen, counter-screen for PP5 inhibitor project, biochemical, fluorescence, OMFP substrate, single point | Serine/threonine-protein phosphatase PP1-alpha catalytic subunit (Homo sapiens), P62136 | purified PP1alpha | inhibition, % at 6.7 µM | 320,000 compounds, 0.9% hits | AID 2235, 2010;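 active means inhibition above the mean inhibition of all tested compounds plus 3 SD, computed separately for each screening campaign, cut at about 15% in these data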
# Yeast superoxide – reduction of superoxide in aged yeast, primary screen, HTS | S. cerevisiae aged cells, superoxide DHE fluorescence; active compounds read low | superoxide response (% of plate mean), % at 10 µM | 330,000 compounds, 0.18% hits;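 active means superoxide response under a set limit, about three screen SD below normal, cut at about 65% in these data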;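 further: yeast aged for seven days with compound at 30 °C before DHE staining; 100% = average MFI of all compound-treated wells on the plate with controls excluded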
# PP5 inh – PP5 phosphatase inhibitors, primary screen, biochemical, fluorescence; 320,000 compounds, 0.18% hits; AID 1987, 2009; purified PP5c, OMFP substrate fluorescence; inhibition, % at 6.7 µM; Serine/threonine-protein phosphatase 5 (Homo sapiens), P53041;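 active means inhibition above the campaign's mean inhibition across all tested compounds plus 3 SD, cut at about 9.5% in these data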;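 further: 0% = DMSO only and 100% = 100 µM cantharidin control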
# Target sequence (P53041 whole entry, looked up): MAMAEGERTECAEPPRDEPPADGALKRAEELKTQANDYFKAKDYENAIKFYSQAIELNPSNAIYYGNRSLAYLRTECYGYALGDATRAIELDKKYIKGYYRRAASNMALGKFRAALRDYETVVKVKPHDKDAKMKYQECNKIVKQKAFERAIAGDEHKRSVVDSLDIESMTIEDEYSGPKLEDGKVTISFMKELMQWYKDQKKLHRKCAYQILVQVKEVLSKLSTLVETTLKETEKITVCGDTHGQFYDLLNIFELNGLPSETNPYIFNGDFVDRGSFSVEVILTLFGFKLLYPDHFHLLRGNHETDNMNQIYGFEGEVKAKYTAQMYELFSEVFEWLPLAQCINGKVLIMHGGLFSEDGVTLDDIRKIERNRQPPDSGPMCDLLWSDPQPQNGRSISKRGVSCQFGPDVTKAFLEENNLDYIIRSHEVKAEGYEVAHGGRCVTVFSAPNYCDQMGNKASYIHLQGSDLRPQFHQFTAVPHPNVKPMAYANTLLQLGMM
# HCV core dimer – inhibitors of HCV core protein dimerization, primary screen, biochemical, TR-FRET, high-throughput. TR-FRET GST/Flag-core106 dimerization, 1536-well. inhibition, % at 5 µM. 300,000 compounds, 0.33% hits. AID 1899, 2009;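 active means inhibition above the mean of all tested compounds plus 3 SD, set per screening campaign, cut at about 45% in these data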
#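 Assay system – GST-tagged and Flag-tagged HCV core protein residues 1-106 · Quantity – core106 proteins, GST 13.5 nM and Flag 17 nM · Benchmarks – unlabelled core106 and no-GST-core106 wells · Read-out basis – percent inhibition of core106 dimerization signal · Detection – time-resolved FRET, ex 340 nm, em 617 and 671 nm · Schedule – 4 h at 22.5 °C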
# JMJD2C inh – inhibitors of GASC-1 histone demethylase, primary screen, biochemical, fluorescence, DELFIA europium | GST-JMJD2C(1-420) H3K9me3 demethylation | inhibition, % at 2.35 µM | 330,000 compounds, 0.069% hits | AID 2099, 2009 | Lysine-specific demethylase 4C (Homo sapiens), Q9H3R0;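 active means more than half of a compound's replicate wells show inhibition beyond 50%, single wells judged on their own value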;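 further: signal counts dimethyl H3K9 product captured on neutravidin plate; 0% = median of DMSO wells and 100% = 0.3 times that DMSO median; strong numbers were not always called active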
# EBNA-1 inhibitor – EBNA-1 DNA-binding inhibitors, primary screen, biochemical, fluorescence polarization; inhibition, % at 14.8 µM; 300,000 compounds, 0.34% hits; AID 1950, 2009; in the data active means inhibition above about 28%
# Fh CTSL1 inh – Fasciola hepatica cathepsin L1 inhibitors, primary screen, counter-screen for PFM18AAP inhibitor project, biochemical, QFRET, fluorogenic peptide substrate; AID 1906, 2009; inhibition, % at 5.96 µM; recombinant F. hepatica cathepsin L1, Z-Leu-Arg-MCA fluorescence; 300,000 compounds, 0.49% hits;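 active means inhibition above the mean of all tested compounds plus 3 SD, set per screening campaign, cut at about 17% in these data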;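 further: 0% = plate median of test compound wells and 100% = 1 µM Z-Phe-Ala-diazomethylketone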
# ZTA counter – counter-screen for EBNA-1 inhibitors: inhibitors of Epstein-Barr virus ZTA. inhibition, % at 11 µM. ZTA-DNA binding, fluorescence polarization. AID 2234. 320,000 compounds, 0.15% hits. P03206; in the data active means inhibition above about 33%
# Target sequence (P03206 whole entry, looked up): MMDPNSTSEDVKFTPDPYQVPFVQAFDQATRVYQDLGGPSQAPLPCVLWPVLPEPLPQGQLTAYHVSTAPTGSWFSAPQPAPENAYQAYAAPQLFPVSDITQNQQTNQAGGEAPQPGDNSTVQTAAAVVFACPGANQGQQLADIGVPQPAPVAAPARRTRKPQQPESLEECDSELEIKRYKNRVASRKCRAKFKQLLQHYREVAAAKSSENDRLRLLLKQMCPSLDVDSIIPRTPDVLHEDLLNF
# The depositor's hits bear a star; / = not tested or not shown; & = joins results of further samples. Random draw from the library; 3.1% or so of the library scored in one or more.
SMILES,TPT1 inhibitor,PP1 inh,Yeast superoxide,PP5 inh,HCV core dimer,JMJD2C inh,EBNA-1 inhibitor,Fh CTSL1 inh,ZTA counter
COC(=O)N1CN(C(=O)OC)CN(C(=O)OC)C1,0,-4,103,0.6,-2,1,3,1,1
CCC(=O)Nc1ccc(N2CCN(C(=O)c3cccs3)CC2)cc1,1,3,105,2.2,0,-11,-1,3,-5
COCCCNC(=S)NCCCNc1nc2cc3c(cc2cc1C#N)OCO3,1,-2,98,-2.4,1,-5,4,2,4
CCN(Cc1ccccc1)C(c1ccncc1)c1nnnn1C(C)(C)C (centres undefined),0,-3,90,-0.6,-3,23,5,3,2
c1ccc2cc(OCCN3CCCC3)ccc2c1,0,9,99,0.6,-3,6,8,-4,13
CN1CCN(C(=O)CCN2C(=O)S/C(=C/c3ccc(Cl)cc3)C2=O)CC1,-3,-2,92,-1.0,1,-14,4,1,10
OC(CNc1ncnc2sccc12)c1ccccc1 (centres undefined),2,-8,88,2.9,12,1,8,-6,-10
CC(C)c1ccc(S(=O)(=O)N2CCN(C(=O)C3CCCC3)CC2)cc1,3,-3,131,2.0,9,-16,-6,0,4
COc1ccc(Nc2nccc(N(C)C)c2C#N)cc1,-5,3,85,2.8,2,-9,-7,0,8
CCOC(=O)CCNC(=O)N1CCCC(CCC(=O)N(C)CCc2ccccn2)C1 (centres undefined),2,-2,93,1.9,-4,48,4,-2,3
CC(NC(=O)COc1cc(=O)n(C)c2ccccc12)c1ccc2c(c1)OCCO2 (centres undefined),-1,0,100,-4.0,3,-2,16,-1,22
CSCCC(/C(O)=C(\C#N)c1nc2ccccc2[nH]1)N1C(=O)c2ccccc2C1=O (centres undefined),-2,0,95,1.5,6,-5,1,5,-6
COc1ccc2c(c1)c1ncn(CCc3ccccc3)c(=O)c1n2C,1,4,100,3.0,2,3,3,-4,-13
CN(C)CCCN(C(=O)c1ccc(Cl)s1)c1nc2cc3c(cc2s1)OCO3,1,9,107,-0.7,-6,-18,-15,-2,-3
Cc1[nH]c2ccccc2c1C(C[N+](=O)[O-])c1cccc(O)c1 (centres undefined),-1,-1,100,-0.5,-5,-12,6,5,-7
COC(=O)C(Cc1ccc(O)cc1)NC(=O)CCNC(=O)c1ccco1 (centres undefined),-1,-2,96,-1.3,9,-13,12,-5,12
O=C(c1sc2ccccc2c1Cl)N1CCN(c2ccccc2F)CC1,1,1,81,1.3,2,-3,-8,-1,0
CC(=O)Nc1ccc(NC(=O)C(C)N2CCN(S(=O)(=O)c3ccc(C)cc3)CC2)cc1 (centres undefined),1,-5,99,-0.8,0,3,2,4,2
O=c1[nH][nH]c(C(F)(F)F)c1C=NCc1cccs1,1,2,108,4.4,1,-7,-1,0,-17
CCOc1ccc(/C=C/C(=O)Nc2cccc(C(C)=O)c2)cc1,0,-3,108,3.3,-3,0,1,1,6
CC1CN(c2nc3ccccn3c(=O)c2/C=C(\C#N)S(=O)(=O)c2ccccc2)CC(C)O1 (centres undefined),10,-2,96,1.1,1,-4,-1,2,-15
Cc1ccc(C(=O)N2CCN=C2SCc2ccc([N+](=O)[O-])cc2)cc1,0,0,86,3.5,-2,-3,0,0,-27
CCOC(=O)N1CCN(Cc2nc3cc(NC(C)=O)ccc3n2CC)CC1,-1,-3,98,0.0,-6,-2,-1,-5,-9
Cc1cccc(C)c1NC(=O)CNC(=O)c1ccc(COc2ccccc2)cc1,/,1,96,-0.6,/,0,/,/,3
COc1ccccc1C1CC(c2cccc(NS(C)(=O)=O)c2)=NN1S(=O)(=O)c1ccccc1 (centres undefined),1,-1,102,4.2,26,17,-1,2,9
CCOC(=O)CSc1nc(C)c(C(C)=O)cc1C#N,1,-3,99,0.8,4,6,-2,-1,6
Cc1cc(NC(C)C)n2c(nc3ccccc32)c1C#N,5,2,93,0.9,1,5,7,3,-2
CCCS(=O)(=O)N1CCC(C(=O)N2CCCC2)CC1,-2,-5,117,3.3,-3,-5,-16,2,3
Cc1ccc(C)c(NC(=S)/C(=C(\[O-])c2ccc(OC(F)F)cc2)[n+]2ccccc2)c1,1,6,103,-1.6,14,-6,8,-3,6
CC(C)[C@H](NC(=O)c1ccccc1)C(=O)OCC(=O)N1CCN(C(=O)c2ccco2)CC1,-2,-2,92,-1.6,-2,16,-10,-17,3
CC12CCC(C(=O)N(CSC(=S)N/N=C\c3ccccc3O)C1=O)C2(C)C (centres undefined),14,2,101,2.6,17,10,-2,4,2
O=C(Cc1cc2ccccc2o1)NCc1ccc(F)cc1,-2,-4,93,-1.8,1,-4,0,-1,-10
Cn1nc([N+](=O)[O-])nc1Sc1nnnn1-c1ccc(C(=O)O)cc1,-3,-1,111,3.3,0,-13,-8,-2,4
Cc1cnc(NS(=O)(=O)c2ccccc2)c(Br)c1,-1,-5,99,-0.2,1,2,5,2,10
O=[N+]([O-])c1ccccc1S(=O)(=O)N1CCc2ccccc2C1,0,2,103,-0.1,13,6,-2,0,10
COc1cc(/C=C2\CC/C(=C\c3ccc(OCCO)c(OC)c3)C2=O)ccc1OCCO,107*,1,96,4.7,0,-8,-9,3,-12
COc1ccc(NC(=O)c2cc(-c3cc(OC)c(OC)c(OC)c3)nc3ccccc23)cc1OC,-1,-1,121,0.0,2,-3,-7,2,-10
CCc1nn(CCCC(=O)NCc2ccc(C)cc2)c(=O)c2cc3occc3n12,0,-4,102,0.5,0,5,-11,-2,-11
CC1=C(C(=O)N2CCOCC2)C(c2ccsc2)C2=C(CCCC2=O)N1 (centres undefined),0,3,96,1.2,-2,-2,8,-5,2
COc1ccc(CCNC(=O)c2ccc(OC)c(OC)c2)cc1OC,2,-3,107,1.6,1,-4,2,5,5
CC(C)(C)c1ccc(C(=O)Oc2ccc3c(c2)OCC3=O)cc1,-1,2,117,2.3,9,-21,4,0,4
Cc1cc(C)cc(-n2c(O)c(C=NC3CCS(=O)(=O)C3)c3ccccc3c2=O)c1 (centres undefined),-3,-5,107,0.0,3,3,-2,1,-1
CCOCCCNCC(=O)Nc1ccc(S(=O)(=O)NC(C)CC)cc1 (centres undefined),118*,-3,86,-0.5,-3,10,-11,1,-20
CCOC(=O)CCN(c1ccccc1)S(=O)(=O)c1ccc(-c2ccc(=O)[nH]n2)s1,3,3,100,-1.8,7,3,4,-5,14
CCOc1ccccc1NC(=O)COC(=O)c1ccccc1SCC(=O)N1CCCC1,-1,2,98,0.3,1,-18,-2,1,-3
COCC(=O)Nc1ccc(OC)c(Cl)c1,-1,-5,101,-0.1,2,9,7,0,12
C=CCn1cc(C(=O)N2CCN(C)CC2)c(=O)c2cc(S(=O)(=O)N(CC)CC)ccc21,-1,-1,131,-1.5,0,4,11,1,7
COc1cccc(OC)c1C(=O)Nc1ccccc1C(=O)N1CCCCCC1,1,-3,97,-0.5,-2,-1,-11,-2,2
O=C(N/N=C/c1c(Cl)cccc1Cl)C(=O)NC1CC1,1,-2,97,-1.9,-2,2,3,-3,11
COc1ccccc1C(=O)NC(CCSC)C(=O)NC1CCCCCC1 (centres undefined),3,-5,102,-0.5,-1,-4,-2,2,6
Cc1cc(C)c(C#N)c(SCCS(=O)(=O)c2ccc(Cl)cc2)n1,-6,1,93,6.2,2,1,2,4,-13
O=C(Nc1cccc(Cl)c1)OCc1cn(-c2ccc(Cl)cc2)nn1,-1,-6,106,0.1,-1,-11,4,-3,-4
COc1cc(S(=O)(=O)N2CCOCC2)ccc1NC(=O)COC(=O)COc1ccccc1,-6,-3,102,1.8,-2,0,6,-10,-7
COC(=O)c1ccc(OC(=O)N2CCOCC2)cc1,2,0,99,2.4,6,-5,2,1,-3
CC(=O)N1c2ccc(S(=O)(=O)N3CCCCC3)cc2CC1C(=O)NCc1ccc(N(C)C)cc1 (centres undefined),-2,-3,81,-1.3,-1,-30,-6,-5,-10
Cc1ccc(-c2nnn(CC(=O)N(Cc3cccs3)C(C(=O)NC3CCCC3)c3ccco3)n2)o1 (centres undefined),1,-1,100,-0.2,11,-38&-3,-6,-2,9
CC1CCN(S(=O)(=O)c2ccc(-c3nnc(SCc4cccnc4)o3)cc2)CC1,0,-4,114,-3.0,4,-4,44*,4,7
CC1(C)CC(=O)C2=C(C1)N(Cc1ccco1)C(=O)C2(NC(=O)C1CCCCC1)C(F)(F)F (centres undefined),-1,3,97,1.2,-2,7&-18,-10,0,-5
COC(=O)c1ccccc1S(=O)(=O)N1Cc2cc([N+](=O)[O-])ccc2Oc2ccccc21,1,-1,97,2.0,6,-4,-9,4,10
CCOc1cc(/C=N\NC(=O)c2c(C)nc3ccccn23)ccc1O,-2,0,99,0.5,0,5,0,0,6
# (listing goes on)
SMILES,TPT1 inhibitor,PP1 inh,Yeast superoxide,PP5 inh,HCV core dimer,JMJD2C inh,EBNA-1 inhibitor,Fh CTSL1 inh,ZTA counter
CCOC(=O)CSc1ncnc2c1cnn2-c1ccc(C)cc1C,1,-1,109,0.3,1,-3,3,1,-6
COc1ccc(COC(=O)c2ccc(N3CCCC3=O)cc2)cc1F,0,2,94,-1.7,5,-3,-3,-2,-14
Cc1ccc(-n2nc3c(=O)n(CC(=O)NCc4ccccc4Cl)nc(C)c3c2C)cc1,-1,1,110,-2.0,0,-7,1,0,-8
O=C(O)CC1(CC(=O)Nc2ccc(Br)cc2)CCCCC1,5,-1,124,1.8,-4,-3,-3,0,9
COc1ccc(NC2c3ccccc3C(=O)N2Cc2ccc3c(c2)OCO3)cc1 (centres undefined),4,0,100,2.0,-1,42,-3,-1,-14
COc1ccccc1NC(=O)c1ccc(NC(=O)c2cc3c(s2)CCC3)cc1,1,0,92,1.8,21,-6,3,-1,7
CC(C)N1CC=C2C(C#N)=C(N)C(C#N)(C#N)[C@H](c3ccoc3)[C@H]2C1,-79,0,102,-0.3,-25,6,5,6,-23
O=C(NCCc1ccc(F)cc1)C1CCCCC1,1,-7,94,-0.2,3,0,-13,3,-6
